Bioassay records from PubChem BioAssay.
MsrA act: activates bovine MsrA enzyme; activation, % at 10.6 µM; purified bovine MsrA, absorbance read-out; actives 0.3% (n = 360,000); in the data active = activation above about 7.5%;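 note: 0% = vehicle and 100% = reference activator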
MT1-MMP act inh: inhibitors of human MT1-MMP activation | GFP/RFP ratio change, % at 20 µM | P50281 | HT1080 RFP-PRO-GFP cells, GFP/RFP ratio fluorescence, overnight; percent of plate control window, DMSO zero | actives 0.061% (n = 360,000) | AID 651647;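 active = GFP/RFP ratio change of at least 30% with cell ATP level not reduced by more than half and red fluorescence within 50% of control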; note: strong numbers were not always called active
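Assay system: HT1080 cells carrying an RFP-PRO-GFP reporter | Dosing: Single dose of 20 µM compound, 1% DMSO final | Incubation: Cells overnight before dosing, compound overnight, 37 °C, 5% CO2 | Evaluation: GFP/RFP fluorescence ratio | Control set: DMSO and RFP-L50D-GFP cell wells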
CendR NRP1 mod: NRP-1/CendR interaction modulation. O14786. FAM-RPARPAR peptide binding to NRP-1, fluorescence polarization. inhibition, % at 25 µM. actives 0.85% (n = 360,000);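 active = inhibition or corrected inhibition above about 18%, plus a signal ratio from 0.5 to 1.5, limit read from the data, passing the limit was not always enough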; note: strong numbers were not always called active
PABP1 MLLE inh: inhibitors of microRNA-mediated deadenylation, human PABP1 MLLE binding; inhibition, % at 20 µM; P11940; actives 0.36% (n = 360,000); GST-MLLE / FITC-PAM2 fluorescence polarization; in the data active = inhibition above about 35%, passing the limit was not always enough;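 note: plate controls were DMSO wells with GST-MLLE for no effect and wells lacking GST-MLLE protein for full effect; some results filed as inactive read as strong as hits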
FAS-TE inh: FAS thioesterase (human) inhibition; actives 0.67% (n = 360,000); AID 602261; inhibition, % at 15 µM; P49327; recombinant FAS-TE, OMFH fluorogenic substrate, fluorescence endpoint;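 active = compounds whose normalised, plate-corrected inhibition of enzyme fluorescence in the single-dose primary screen is 50% or more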;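 note: 0% = DMSO with enzyme and 100% = substrate without enzyme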
Neddylation inh: blocks human cullin neddylation. calls only at 25 µM. P61081+Q13564. TR-FRET cullin neddylation, biochemical. AID 651699. actives 0.58% (n = 360,000); in the data active = inhibition above about 36%
Rin1-Abl PPI inh: human Rin1-Abl interaction inhibition. P00519+Q13671. TR-FRET Rin1/Abl binding, biochemical. inhibition, % at 7.35 µM. actives 0.4% (n = 360,000). AID 588664; in the data active = inhibition above about 5%, passing the limit was not always enough
Target sequence (P00519 whole entry, looked up): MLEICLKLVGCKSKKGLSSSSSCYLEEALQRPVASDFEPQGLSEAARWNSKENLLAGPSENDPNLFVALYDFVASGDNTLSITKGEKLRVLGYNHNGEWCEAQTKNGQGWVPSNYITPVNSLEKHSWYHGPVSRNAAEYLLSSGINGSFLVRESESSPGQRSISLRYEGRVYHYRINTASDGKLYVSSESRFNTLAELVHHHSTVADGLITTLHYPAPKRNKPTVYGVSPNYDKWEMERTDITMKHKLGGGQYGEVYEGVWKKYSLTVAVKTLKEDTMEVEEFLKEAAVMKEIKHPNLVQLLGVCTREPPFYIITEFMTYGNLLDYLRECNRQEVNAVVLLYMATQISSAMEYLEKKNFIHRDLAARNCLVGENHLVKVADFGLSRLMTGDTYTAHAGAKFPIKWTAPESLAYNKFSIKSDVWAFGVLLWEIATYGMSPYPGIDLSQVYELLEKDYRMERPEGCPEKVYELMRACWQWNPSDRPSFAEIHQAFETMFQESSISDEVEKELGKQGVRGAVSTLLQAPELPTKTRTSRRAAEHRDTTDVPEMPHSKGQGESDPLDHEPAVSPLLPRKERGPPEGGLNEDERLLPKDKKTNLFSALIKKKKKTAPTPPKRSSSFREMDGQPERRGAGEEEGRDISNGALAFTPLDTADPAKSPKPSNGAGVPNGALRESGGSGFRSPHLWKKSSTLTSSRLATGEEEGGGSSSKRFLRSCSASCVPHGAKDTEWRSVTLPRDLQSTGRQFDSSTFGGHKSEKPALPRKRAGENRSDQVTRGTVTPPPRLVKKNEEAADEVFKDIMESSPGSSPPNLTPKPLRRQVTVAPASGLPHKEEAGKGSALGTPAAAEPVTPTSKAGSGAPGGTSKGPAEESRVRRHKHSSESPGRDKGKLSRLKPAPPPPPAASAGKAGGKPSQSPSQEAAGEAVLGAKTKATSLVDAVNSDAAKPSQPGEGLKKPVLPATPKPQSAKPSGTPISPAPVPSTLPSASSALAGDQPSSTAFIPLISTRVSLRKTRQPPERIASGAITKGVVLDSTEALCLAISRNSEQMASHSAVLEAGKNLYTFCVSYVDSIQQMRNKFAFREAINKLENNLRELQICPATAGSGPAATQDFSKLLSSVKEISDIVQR
Target sequence (Q13671 whole entry, looked up): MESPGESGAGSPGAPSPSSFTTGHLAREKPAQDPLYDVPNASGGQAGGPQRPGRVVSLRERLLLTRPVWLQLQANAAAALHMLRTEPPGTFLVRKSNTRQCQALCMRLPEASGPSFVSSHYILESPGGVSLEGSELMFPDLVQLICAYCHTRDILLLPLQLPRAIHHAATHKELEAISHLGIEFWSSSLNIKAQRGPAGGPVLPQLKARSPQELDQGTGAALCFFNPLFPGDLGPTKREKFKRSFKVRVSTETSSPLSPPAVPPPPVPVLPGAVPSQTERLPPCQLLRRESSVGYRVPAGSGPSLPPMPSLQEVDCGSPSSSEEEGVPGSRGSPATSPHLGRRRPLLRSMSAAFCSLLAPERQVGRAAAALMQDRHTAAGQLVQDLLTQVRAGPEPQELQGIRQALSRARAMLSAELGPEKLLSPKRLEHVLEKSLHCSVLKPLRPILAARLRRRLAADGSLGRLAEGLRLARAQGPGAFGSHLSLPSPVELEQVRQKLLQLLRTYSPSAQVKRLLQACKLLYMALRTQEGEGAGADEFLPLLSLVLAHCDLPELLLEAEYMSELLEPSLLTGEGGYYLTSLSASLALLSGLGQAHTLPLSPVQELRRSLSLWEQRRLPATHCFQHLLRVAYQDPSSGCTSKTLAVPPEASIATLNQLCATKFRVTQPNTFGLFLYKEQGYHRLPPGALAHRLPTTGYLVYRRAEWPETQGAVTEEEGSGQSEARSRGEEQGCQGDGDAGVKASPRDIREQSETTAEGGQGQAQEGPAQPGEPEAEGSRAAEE
SKN-1 inh: inhibitors of C. elegans SKN-1; inhibition, % at 21.8 µM; AID 624304; actives 0.49% (n = 360,000); C. elegans VP596 Pgst-4::GFP/RFP ratio, acrylamide-induced, 24 h;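 active = interference check ratio from 0.5 to 1.5 plus GFP to RFP signal ratio inhibition reaching or exceeding a fixed threshold, cut at about 30% in these data, passing the limit was not always enough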; note: some compounds called inactive have numbers as strong as hits
E coli Lon inh: E. coli protease La inhibition; actives 0.42% (n = 360,000); purified E. coli Lon protease, fluorescence polarization; inhibition, % at 7.94 µM; P0A9M0; in the data active = inhibition above about 13%, passing the limit was not always enough;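 note: 0% = enzyme with probe and DMSO and 100% = no enzyme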
* marks the source's active call; other numbers are inactive results; i = inactive; . = no result given; + = active, no number.

SMILES	MsrA act	MT1-MMP act inh	CendR NRP1 mod	PABP1 MLLE inh	FAS-TE inh	Neddylation inh	Rin1-Abl PPI inh	SKN-1 inh	E coli Lon inh
CN1CN(C)c2ccc([N+](=O)[O-])c3cccc1c23	-7	-3	-3	10	4	i	-11	39*	-1
COc1ccccc1N1CCN(C(=O)C(=O)N/N=C/c2cccc(O)c2)CC1	-8	2	-1	14	-9	i	2	-12	1
Cc1ccc(C(=O)N/N=C/c2cccc(OC(=O)/C=C/c3ccco3)c2)cn1	-5	0	-21	2	-2	i	2	2	-9
CC(C)C(c1nnnn1C(C)(C)C)N1CCOCC1 (configuration not stated)	-2	-3	-4	-4	-8	i	0	29	4
O=C(CSc1nccn(-c2ccc3c(c2)OCCO3)c1=O)Nc1ccccc1	-4	0	-19	34	-4	i	1	-16	0
CCOc1ccc(NS(=O)(=O)c2ccc3[nH]c(=O)[nH]c3c2)cc1	-7	-1	-12	-2	-4	i	2	-4	-1
O=C(NCc1ccco1)c1ccc(CS(=O)Cc2cccc(Cl)c2)o1 (configuration not stated)	-13	.	-3	-1	-2	i	-2	-3	-6
Cc1ccc(S(=O)(=O)NCCN2CCOCC2)cc1	-2	0	9	-15	-5	i	1	-30	4
COCCN1C[C@@H](CO)O[C@@H](n2cnc3c(NC(C)C)ncnc32)C1	-2	2	10	3	-8	i	-1	17	-3
C/C(N)=C(/C#N)C(=O)CSc1cc(C)c2cc(C)cc(C)c2n1	0	1	-17	3	19	i	2	18	-11
CCCS(=O)(=O)NC(=O)C1(C)CCCN(C(=O)c2c(F)cccc2F)C1 (configuration not stated)	-4	0	-13	-6	-7	i	-2	10	-4
O=C(Cn1ncc2c3ccccc3n(Cc3ccc(F)cc3)c2c1=O)N1CCN(c2ncccn2)CC1	-1	3	2	0	26	i	-3	3	2
O=C(Nc1ccccc1)C1=C[C@H](C2CCCCC2)C[C@H](OCc2ccc(CO)cc2)O1	-2	2	18	-5	32	i	2	27	-1
Cc1ccc(-c2noc(/C=C/c3ccccc3)n2)cc1	-2	7	-4	8	20	i	2	7	-3
Cc1cccc(C(=O)NCC(=O)OCC(=O)N2CCN(S(=O)(=O)c3ccc(C)cc3C)CC2)c1	-6	4	6	-8	0	i	4	-3	-13
CCN(C(=O)CN1CCN(c2ccccc2OC)CC1)c1c(N)n(Cc2ccccc2)c(=O)[nH]c1=O	0	2	-4	-13	0	i	-2	-1	-1
Nc1nonc1-n1nnc(C(=O)N/N=C/c2ccc(OCc3ccccc3)cc2)c1CN1CCCCC1	-3	-1	12	0	19	i	-2	6	8
O=C(COC(=O)/C=C/c1ccccc1[N+](=O)[O-])NCc1ccco1	-3	4	7	-6	5	i	2	2	1
CCc1nnc(NC(=O)C2CCN(c3nccc(C)n3)CC2)s1	-1	1	-4	7	-6	i	-5	-2	-7
O=C(Cn1c(=O)oc2ccccc21)Nc1nc(-c2ccccc2)cs1	-6	-2	-3	14	-2	i	2	-1	0
O=c1[nH]c(CSc2ccccc2)nc2c1oc1ccccc12	-2	2	-6	-9	-2	i	-2	-4	-2
O=C(NC1CCCCC1)C(c1cccc2ccccc12)n1c(=O)c(-c2ccco2)nc2ccccc21 (configuration not stated)	.	-12	-72	.	.	i	.	6	.
CN(CC(=O)Nc1ccc(N2CCOCC2)cc1)CC(=O)Nc1ccc(C(F)(F)F)cc1	-3	5	4	4	8	i	1	-6	5
Cc1ccc(S(=O)(=O)N2CCN(C(=O)CN3C(=O)NC4(CCOc5ccccc54)C3=O)CC2)cc1 (configuration not stated)	-4	1	8	-13	0	i	1	-3	2
COCc1ccc(-c2c(-c3ccsc3)sc3ccccc23)cc1	-5	-4	2	-44	25	i	5	-7	-3
COc1ccccc1Nc1nc(NCCO)nc(N)c1[N+](=O)[O-]	-6	-14	-7	14	-3	i	-5	12	3
O=C(c1ccc2c(=O)n(Cc3ccc(Cl)cc3)c(=S)[nH]c2c1)N1CCOCC1	0	2	2	-81	10	i	0	0	2
CCN1CCC(O)(/C=C/c2ccc(C)cc2)C(C(=O)/C=C/c2ccc(C)cc2)C1 (configuration not stated)	-4	-3	-10	-1	-6	i	4	-7	-8
CCOC(=O)C1CCN(C(=O)c2cc(S(=O)(=O)N3CCc4ccccc43)ccc2OC)CC1	-3	1	7	8	1	i	-1	-4	-6
CN(CC(=O)Nc1ccc(Cl)cc1)CC(=O)Nc1ccc(C(N)=O)cc1	-5	0	1	-6	-4	i	5	-5	1
CC(C)c1ccc(CNNC(=O)c2ccccc2)cc1	-6	5	-1	-12	1	i	1	3	7
Cn1c(=O)[nH]c(=O)c2c1nc(Br)n2CC(O)COc1ccc(Cl)cc1 (configuration not stated)	0	-1	-1	-3	-1	i	0	8	-4
Cc1cc(C)n(CCN(C)C(=O)CCc2nnc(-c3ccc4c(c3)OCO4)o2)n1	0	2	0	7	-4	i	2	0	-4
O=C(CN1C(=O)C(c2ccccc2)Oc2cccnc21)NCc1ccccc1F (configuration not stated)	0	-6	-3	-3	3	i	2	29	-12
Cc1oc(-c2cccc(Cl)c2)nc1CS(=O)(=O)CC(=O)NCCN1CCCC1	-1	2	-5	-14	-5	i	-2	-17	-12
CCOC(=O)c1c(C)oc2c1c(C(c1cccnc1)N1CCCCC1)c(O)c1ccccc12 (configuration not stated)	-5	-1	7	6	19	i	-4	-8	-1
C/C(=N\NC(=O)c1ccccc1)c1nc2ccccc2n1C	-4	3	-3	-2	-10	i	-2	6	-5
CCCCN(C(C)=O)c1c(CC)nc2ccc(C(=O)NCCCN(C)C)cn12	2	1	2	-4	-5	i	-2	-19	4
Cc1ccc(NC(=O)NC2CCCCC2)cc1S(=O)(=O)N1CCOCC1	-4	3	-12	8	-1	i	2	8	7
CCOC(=O)CCCNC(=O)COC(=O)c1cccc(C)c1O	-6	5	-8	-6	-11	i	-1	-21	-1
Cc1cccc(C)c1NC(=O)CN1CCN(C(=O)CNC(=O)c2ccc(N3CCCC3=O)cc2)CC1	-5	2	9	16	-8	i	2	-2	-2
O=C1CCC(C(=O)OCC(=O)N2N=C3/C(=C/c4ccccc4)CCCC3C2c2ccccc2)N1 (configuration not stated)	3	0	0	-12	13	i	-2	14	3
COC(=O)NCCc1cc(OC)c(OC)cc1S(=O)(=O)N1CC(=O)Nc2ccccc21	-4	-5	18	-3	-2	i	1	28	7
COc1ccc2c(c1)C(=O)O[C@@H](c1ccccc1)C[C@@H](O)C(=O)CC2	-1	2	-13	.	-8	i	.	-8	-6
CCN1CCN(CC(=O)Nc2cccc(C)c2C)C(=O)C1=O	0	2	21*	-11	-8	i	2	3	-4

Some of the entries so far, field by field.
> O=C(NC1CCCCC1)C(c1cccc2ccccc12)n1c(=O)c(-c2ccco2)nc2ccccc21 (configuration not stated)
  MsrA act: .; MT1-MMP act inh: -12; CendR NRP1 mod: -72; PABP1 MLLE inh: .; FAS-TE inh: .; Neddylation inh: i; Rin1-Abl PPI inh: .; SKN-1 inh: 6; E coli Lon inh: .

> CCOC(=O)CCCNC(=O)COC(=O)c1cccc(C)c1O
  MsrA act: -6; MT1-MMP act inh: 5; CendR NRP1 mod: -8; PABP1 MLLE inh: -6; FAS-TE inh: -11; Neddylation inh: i; Rin1-Abl PPI inh: -1; SKN-1 inh: -21; E coli Lon inh: -1

> O=C(CSc1nccn(-c2ccc3c(c2)OCCO3)c1=O)Nc1ccccc1
  MsrA act: -4; MT1-MMP act inh: 0; CendR NRP1 mod: -19; PABP1 MLLE inh: 34; FAS-TE inh: -4; Neddylation inh: i; Rin1-Abl PPI inh: 1; SKN-1 inh: -16; E coli Lon inh: 0

> Cc1ccc(NC(=O)NC2CCCCC2)cc1S(=O)(=O)N1CCOCC1
  MsrA act: -4; MT1-MMP act inh: 3; CendR NRP1 mod: -12; PABP1 MLLE inh: 8; FAS-TE inh: -1; Neddylation inh: i; Rin1-Abl PPI inh: 2; SKN-1 inh: 8; E coli Lon inh: 7

Carrying on.
SMILES	MsrA act	MT1-MMP act inh	CendR NRP1 mod	PABP1 MLLE inh	FAS-TE inh	Neddylation inh	Rin1-Abl PPI inh	SKN-1 inh	E coli Lon inh
Cc1ccc(C(=O)NNC(=O)c2ccc(SCC3CCCO3)c([N+](=O)[O-])c2)cc1 (configuration not stated)	0	12	-2	-9	6	i	-1	6	2
CCn1c(CSc2nc3ccccc3[nH]2)nc2cc(C(=O)O)ccc21	-9	11	-2	-34	-7	+	3	11	6
Cn1c(=O)c2c(nc(NCCc3ccccc3)n2Cc2ccc(F)cc2)n(C)c1=O	-1	-14	1	-6	10	i	0	12	-7
O=C(N/N=C1\CCCc2ccccc21)c1cccc([N+](=O)[O-])c1	-2	5	8	-4	30	i	-4	15	-11
O=C(C(=O)N1CCN(C(=O)OCc2ccccc2)CC1)c1cccs1	.	2	0	.	.	i	.	13	.
COc1ccc(S(=O)(=O)N2CCC3(CC2)OCCN3S(=O)(=O)c2ccccc2)cc1OC	-2	6	8	-10	9	i	2	19	11
COC(=O)c1ccc(NC(=S)N2CCN(C)CC2)cc1	-2	3	-5	-4	-2	i	-1	-16	-7
Cc1ccc(-c2csc(NC(=O)CCNC(=O)c3ccco3)n2)cc1	1	3	-2	8	2	i	-6	3	1
COc1ccc([C@H]2CC(=O)C=C(c3ccc(C)cc3)C2)cc1	-3	0	2	7	24	i	0	2	-6
COc1ccc2[nH]c3c(=O)n(Cc4ccc(C(=O)N5CCC(C(N)=O)CC5)cc4)c(=S)[nH]c3c2c1	-2	4	-3	3	-1	i	-11	-11	0
Cc1ccc(C)c2[nH]c(=O)c(CCNC(=O)Cc3cccs3)cc12	-2	2	11	8	-4	i	4	-7	-7
Cc1nnc(NC(=O)C(C)Sc2nnc(-c3ccco3)n2C(C)C)s1 (configuration not stated)	-2	0	-1	6	-4	i	0	1	3
Cc1cccc(N2CCN(C(=S)c3ccc([N+](=O)[O-])cc3)CC2)c1	-2	5	-14	26	29	i	3	7	7
O=C(Oc1ccnc2cc(Cl)ccc12)N1CCCCCC1	2	2	-14	3	5	i	1	5	-3
CS(=O)(=O)c1ncc(Cl)c(C(=O)Nc2ccc3ccccc3c2)n1	-7	-3	-7	32	57*	i	4	3	2
CCOC(=O)c1cccc(N2C(=O)Nc3ccccc3N2O)c1	-14	1	4	1	-10	i	1	-6	5
COc1cc(NC(=O)C2(C)CCCN(C(C)C)C2)cc(OC)c1OC (configuration not stated)	0	-1	-14	7	-8	i	-4	3	-4
O=C(CNC(=O)c1ccc2c(c1)OCO2)Nc1cccc(Br)c1	-5	-4	-2	8	11	i	0	-13	-5
CCC(=O)NC(=S)Nc1ccc(NC(=O)c2ccccc2[N+](=O)[O-])cc1	-3	-2	0	30	-8	i	1	-7	4
CCOC(=O)N1CCN(C(=O)C2CCCN(c3ncnc4c3nc3n4CCCCC3)C2)CC1 (configuration not stated)	0	-1	6	22	2	i	-2	2	-1
COc1cc(S(=O)(=O)Nc2ccccc2)ccc1NC=O	-1	2	-8	12	-10	i	5.4*	3	-2
Cc1cc(C)cc(N(CC(=O)N2CC=C(c3ccccc3)CC2)S(=O)(=O)c2c(C)noc2C)c1	0	-5	-1	-2	31	i	1	1	4
Cc1c(C)c2cc(Cl)c(OCC(=O)NCCCn3ccnc3)cc2oc1=O	-2	2	4	1	4	i	-5	17	-6
CCC(CC)C(=O)N(C)c1c(C)nc2c(OCc3cc(Cl)cc(Cl)c3)cccn12	3	-13	-1	2	18	i	-1	-10	7
Cc1ccc2nc(SCc3nc4c(cnn4-c4ccccc4)c(=O)[nH]3)[nH]c2c1	-3	-5	-7	-84	3	i	0	6	-7
COc1ccc(OCC(O)Cn2c(Nc3ccccc3)nc3c2c(=O)n(C)c(=O)n3C)cc1 (configuration not stated)	3	10	-3	2	2	i	0	12	-15
Cc1ccc(NC(=O)C2(c3ccccc3)CC2(Cl)Cl)cc1C (configuration not stated)	-2	-12	12	8	27	i	1	6	-1
CCOc1ccccc1NC(=O)CCS(=O)(=O)c1ccc2c(c1)CCN2C(C)=O	-2	1	18	10	-9	i	0	-8	3
